Screens (PubChem)
ELG1 repair inh: qHTS screen for small molecules that inhibit ELG1-dependent DNA repair in human embryonic kidney (HEK293T) cells expressing luciferase-tagged ELG1; HEK293T ELG1-luciferase reporter, luminescence, 16 h; DNA damage induced by 5-fluorouridine; Potency, µM (highest dose often 46.1 µM), without a hit: at the highest dose activity change, negative = inhibition, usual class: inhibitors; 330,000 tested, 2.3% active; AID 504467, 2011; note: potency is the fitted concentration of half-maximal effect; % is set by controls: 0 for no effect and ±100 for the full control effect; nearly all actives have a fitted effect of over 55% in size
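Luminescence from the luciferase reporter, measured 30 min after ONE-Glo reagent at room temperature, was the read-out. Beforehand, 2,000 cells per well were exposed for 16 hr at 37 °C to 5-fluorouridine together with compound or vehicle.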
CXXC DNA block: qHTS Fluorescence Polarization Assay for Inhibitors of MLL CXXC domain - DNA interaction. Histone-lysine N-methyltransferase 2A (Homo sapiens), Q03164. MLL-CXXC / FITC-HOXA9 DNA fluorescence polarization. Potency, µM (top dose mostly 115 µM), for inactives: at the top dose activity change, negative = inhibition, actives largely listed as inhibitors. 290,000 tested, 0.037% active; active = well fitted inhibition curve with a large enough effect in the polarisation, with a control signal flat, not every such curve was filed as active; inconclusive = small, poorly fitted or top-dose-only effect, or effect the other way, or a change in a side signal; inactive = no such curve, though single readings can be large or run the other way; the % refers to the polarisation; note: potency is the fitted concentration of half-maximal effect
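Steps: dispense CXXC domain solution (7 uM) → pin compounds or unlabeled HOX-A9 DNA control → 5 min ambient → add FLSN-HOX-A9 solution (50 nM) → spin → 30 min ambient → fluorescence polarization. Tris pH 7.5/NaCl/DTT/BSA buffer.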
TRPV1 ag: HTS Assay for Compounds that Act as Agonists of the Vanilloid Receptor 1 | Transient receptor potential cation channel subfamily V member 1 (Homo sapiens), Q8NER1 | TRPV1-expressing cells, Fluo-8 calcium influx, agonist mode | activation, % at 8.33 µM | 320,000 tested, 0.19% active; in the data active = activation above about 80%; inconclusive = between about 30% and that limit; note: 0% is about no effect
Target sequence (Q8NER1 whole entry, looked up): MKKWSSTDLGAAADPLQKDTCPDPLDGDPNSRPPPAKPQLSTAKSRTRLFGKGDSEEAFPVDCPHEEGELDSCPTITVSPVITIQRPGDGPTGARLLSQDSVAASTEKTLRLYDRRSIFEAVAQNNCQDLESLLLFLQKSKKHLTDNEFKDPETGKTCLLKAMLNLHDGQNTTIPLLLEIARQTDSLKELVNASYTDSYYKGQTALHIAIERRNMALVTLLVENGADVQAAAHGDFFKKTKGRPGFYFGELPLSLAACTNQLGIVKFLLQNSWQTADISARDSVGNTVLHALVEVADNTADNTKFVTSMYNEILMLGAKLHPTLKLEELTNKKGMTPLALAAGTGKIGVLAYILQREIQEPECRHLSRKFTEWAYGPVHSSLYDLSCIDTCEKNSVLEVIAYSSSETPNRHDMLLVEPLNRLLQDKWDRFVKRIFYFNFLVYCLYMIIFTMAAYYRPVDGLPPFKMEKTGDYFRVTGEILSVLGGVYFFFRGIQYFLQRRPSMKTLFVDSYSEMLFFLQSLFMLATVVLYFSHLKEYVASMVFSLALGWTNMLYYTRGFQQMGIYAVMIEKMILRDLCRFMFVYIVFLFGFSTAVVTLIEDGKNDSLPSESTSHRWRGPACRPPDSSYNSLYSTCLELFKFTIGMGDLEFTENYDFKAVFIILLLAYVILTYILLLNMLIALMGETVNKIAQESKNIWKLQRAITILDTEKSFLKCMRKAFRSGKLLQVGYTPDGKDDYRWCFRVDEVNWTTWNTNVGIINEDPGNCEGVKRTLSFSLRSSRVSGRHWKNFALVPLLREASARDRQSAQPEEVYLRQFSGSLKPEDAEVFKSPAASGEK
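Fluo-8 calcium influx in TRPV1-expressing cells, kinetic read (ex 480/em 520 nm). Compound added and read 3 min for agonist activity, followed by capsaicin at EC20 final and 2 min further read for enhancement.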
PTAP TSG101 blk: qHTS Assay for Iinhibitors of HIV-1 Budding by Blocking the Interaction of PTAP/TSG101; 340,000 tested, under 10 active; Fluorescence polarization, FITC-PTAP peptide / Tsg101 binding; Potency, µM (doses to about 115 µM), for inactives: top-dose activity change, negative = inhibition, most hits filed as inhibitors; Tumor susceptibility gene 101 protein (Homo sapiens), Q99816; active = well fitted inhibition curve with a large enough effect in the main read-out, with a control signal flat, not every such curve was filed as active; inconclusive = small, poorly fitted or top-dose-only effect, or effect the other way, or a change in a side signal; inactive = no such curve, though single readings can be large or run the other way; note: potency is the fitted concentration of half-maximal effect; % of control where 0% means no effect
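Tsg101 binding domain (10 uM final) was mixed with compound and a FITC-labeled PTAP peptide (50 nM final) in HEPES pH 7.5 buffer with NaCl, Tween 20, EDTA and TCEP; fluorescence polarization was read after 20 min at r.t.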
a7 integrin act: qHTS for Activators of Integrin-Mediated Alleviation for Muscular Dystrophy; alpha7betagal myoblasts, beta-gal FDG fluorescence, 48 h; Potency, µM (top dose mostly 38.3 µM), for inactives: at the top dose activation, usual class: activators; 350,000 tested, 0.064% active; AID 624291, 2012;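 note: potency is the fitted concentration of half-maximal effect; 100% = response of the positive control SU9516; nearly all actives have a fitted effect of over 60% in size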
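alpha7betagal+/- myoblasts (passage 13, 250/well) treated 48 h at 37C with compounds at 1:260 dilution of DMSO stock. Lysed, then beta-galactosidase activity read as FDG fluorescence (ex 480/em 540) after 30 min, with pre-read for autofluorescence.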
AT treatment: qHTS Assay for Identifying a Potential Treatment of Ataxia-Telangiectasia; […] A-T fibroblasts, KAP-1 phosphorylation AlphaLISA; neocarzinostatin DNA damage 30 min before lysis; Potency, µM (titrated, usually from 57.5 µM), without a hit: top-dose activation, actives largely listed as activators; 320,000 tested, 0.19% active; AID 485349, 2010; note: potency is the fitted concentration of half-maximal effect; % of control where 0% means no effect; nearly all actives have a fitted effect of over 45% in size
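hTERT-immortalized A-T patient fibroblasts ([…]), 500 cells/well in OPTI-MEM, 1% FBS, got compounds for 60 min, then NCS for 30 min at 37C. Lysates were then assayed for phospho-KAP-1 by AlphaLISA (anti-pKAP1 donor, anti-KAP1 acceptor beads), 6 hr at 25C.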
TCR act: Activators of T cell receptors: qHTS campaign; 330,000 tested, under 10 active; primary human leukocytes, anti-CD3, IL-2 HTRF, 48 h; Potency, µM (series often up to 9.22 µM), for the others: at the top dose activation of IL-2 secretion, hits mostly activators; note: % of control where 0% means no effect
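Primary human leukocytes receive a-CD3 beads and test compound and are incubated 48 hr. Secreted IL-2 is then assayed by HTRF, measuring 665nm acceptor emission after 320nm excitation of the europium donor.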
BRCA1 expr up: qHTS Assay to Identify Small Molecule Activators of BRCA1 Expression | 380,000 tested, 1.1% active | Potency, µM (highest dose often 46.1 µM), inactives show at the highest dose activation, hits mostly activators | MCF7-BRCA1-FFLuc reporter, luminescence, 48 h; response scale: scaled: vehicle 0%, 10 µM genistein 100% | AID 624202, 2012; note: potency is the fitted concentration of half-maximal effect; nearly all actives have a fitted effect of over 80% in size; some results filed as inactive show a strong effect at the top dose
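Quantitative HTS in MCF7 cells stably reporting BRCA1 expression via firefly luciferase. Compound treatment lasts 48 h at 37 °C in phenol-red free MEM. Activation is expressed relative to genistein at 10 microM and DMSO.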
p53 reactivation: qHTS assay for re-activators of p53 using a Luc reporter | H1299 p53-A138V BP100-luciferase reporter, luminescence, 24 h | Potency, µM (series often up to 92.2 µM), for inactives: at the top dose activity change, positive = activation, most hits filed as activators | 320,000 tested, 0.063% active; note: potency is the fitted concentration of half-maximal effect; % of control where 0% means no effect; nearly all actives have a fitted effect of over 45% in size
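p53-null H1299 cells stably carrying temperature-sensitive p53-A138V and a BP100-luciferase reporter were pinned with compounds (4-point, 1:5 series) and held 24 hrs at 37 deg C. Luminescence was read 10 min after detection reagent.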
B2AR arrestin: qHTS assay of beta-arrestin-biased ligands of beta2-adrenergic receptor | Beta-2 adrenergic receptor (Homo sapiens), P07550 | beta-arrestin recruitment to beta2AR, cell-based reporter | Potency, µM (highest dose often 46.1 µM), without a hit: at the top dose activation, actives largely listed as activators | 330,000 tested, 0.02% active | AID 492947, 2010;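 note: potency is the fitted concentration of half-maximal effect; 0% = DMSO controls and full agonism = EC100 isoproterenol or metaproterenol; nearly all actives have a fitted effect of over 65% in size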
Active calls of the source: *; ? = inconclusive; . = no result given; [ ] = dose if it differs, or a comment. Unless noted, calls come from the whole dose curve; as a rule, active = well fitted curve in the direction sought with a large enough effect; inconclusive = small, poorly fitted or top-dose-only effect, or another doubt; inactive = no such curve, though single readings can be large; an effect the other way counts as inactive or inconclusive. Hits appear at their usual frequency. Share with any hit: about 3.8%.

SMILES,PTAP TSG101 blk,TRPV1 ag,B2AR arrestin,ELG1 repair inh,CXXC DNA block,a7 integrin act,p53 reactivation,BRCA1 expr up,TCR act,AT treatment
O=C(CSC1=NCCS1)Nc1nc(-c2ccccc2)cs1,-1%,-2,0.1%,?,14%,-6%,?,88%,0%,4%
COc1ccc(OCC2CCNCC2)cc1,-3%,1,0.4%,?,8%,-11%,.,95%,0%,-2%
CCN(CC)C1=C(Cl)C(=O)C(Cl)C12OCCO2 (stereo not given),-2%,-5,5.3%,-1%,-1%,12%,1%,16%,6%,-10%
COc1ccc(OCc2nnc(SC(C)C(=O)Nc3ccc(N4CCOCC4)cc3)n2C)cc1 (stereo not given),1%,.,.,.,.,15%,.,-12%,8%,.
C/C=C(/C)C(=O)OC1Cc2c(ccc3ccc(=O)oc23)OC1(C)C (stereo not given),-7%,22,3.1%,?,0%,18%,3%,-16%,3%,32%
O=C1N/C(=N/N=C/c2ccc(F)cc2)SC1c1ccccc1 (stereo not given),2%,8,-2.1%,16%,-6%,5%,3%,46%,1%,-2%
Cc1cccc(NC(=S)N/N=C/C(C)c2ccccc2)c1C (stereo not given),0%,3,4.2%,14%,21%,14%,-2%,-11%,-21%,0%
O=C(CN1C(=O)NC2(CCCCCCC2)C1=O)NC(=O)NCc1ccco1,-8%,1,-0.1%,-6%,3%,12%,-7%,5%,2%,5%
CNC(=S)Nc1ccc(Cc2ccncc2)cc1,-4%,-1,0.6%,0%,-9%,-20%,-2%,0%,0%,8%
CC(=O)Nc1ccc(S(=O)(=O)N2CCN(c3cc(C(F)(F)F)ccn3)CC2)cc1,-2%,16,-1.3%,?,8%,-14%,-3%,0%,-1%,1%
O=C(Nc1ccc(F)cc1)NC1CCN(Cc2c(F)cccc2Cl)CC1,1%,.,-0.6%,?,-1%,-24%,-4%,-8%,-4%,5%
CCCc1cc(=O)oc2cc(OCC(=O)N3C[C@H]4C[C@@H](C3)c3cccc(=O)n3C4)c(Cl)cc12,-4%,-2,0.4%,?,-2%,-3%,.,3%,-2%,-5%
COCC(C)n1c(SCC(=O)Nc2c(C)n(C)n(-c3ccccc3)c2=O)nc2ccccc2c1=O (stereo not given),-4%,.,0.1%,10%,.,-19%,-2%,2%,-6%,6%
O=S(=O)(Cc1nnnn1-c1ccc(Br)cc1)c1ccc(F)cc1,-3%,3,-0.3%,0%,-8%,12%,3%,2%,5%,4%
CC(/C=C/c1ccccc1)=N\NC(=O)C1CC1(C)c1ccccc1 (stereo not given),-14%,3,-0.7%,23µM*,-3%,2%,0%,-35%,5%[46.1 µM],4%
O=P(c1ccccc1)(c1ccccc1)C(O)c1ccco1 (stereo not given),-4%,-1,-0.1%,14%,7%,-5%,-2%,0%,2%,5%
O=C(COC(=O)CCSc1ccccc1)NCc1ccc(F)cc1,-3%,?,-0.9%,4%,4%,19%,0%,1%,2%,-2%
Cc1c2cnn(CC(=O)Nc3c(F)c(F)cc(F)c3F)c(=O)c2c(C)n1Cc1ccc(F)cc1,.,6,0.1%,-5%,17%,.,1%,.,.,2%
CCCCNC(=O)c1cc([N+](=O)[O-])[nH]n1,0%,3,-1.6%,-1%,9%,2%,-3%,-3%,4%[46.1 µM],-5%
Cc1ccc(S(=O)(=O)N2[C@@H](c3ccc(C(C)(C)C)cc3)C(C(=O)O)=CC[C@H]2c2cccs2)cc1,-4%,.,-0.5%,6%,.,4%,-3%,0%,4%,12%
CNc1nc(=S)[nH]c2ccccc12,1%,1,0.0%,-1%,-1%,-2%,-4%,-13%,12%,6%
O=C(Nc1nnc(-c2ccccc2)o1)c1cccc(N2C(=O)CCC2=O)c1,-3%,-4,-2.3%,16%,-1%,20%,6%,-9%,-9%[46.1 µM],2%
Cc1nc2ncnn2c(N2CCN(S(=O)(=O)c3ccc(Br)cc3)CC2)c1C,-6%,1,-0.1%,-11%,2%,16%,2%,-15%,3%,4%
O=C(c1ccc(-c2nc3ccccc3s2)o1)N1CCN(c2ccccc2O)CC1,-5%,2,0.2%,-7%,8%,21%,-9%,-47%,-3%,5%
O=C(NC(Nc1ccccn1)C(Cl)(Cl)Cl)c1ccccc1 (stereo not given),3%,20,-0.7%,-17%,0%,-17%,-2%,-21%,5%,-7%
CCOC(=O)c1cnc(SC)nc1N1CCCC1,-1%,6,-0.1%,19%,-10%,5%,-5%,-9%,3%,5%
CCC(=O)N1CCc2cc(S(=O)(=O)NCCC(=O)NCc3ccccc3OC)ccc21,-1%,-2,-0.7%,-5%,1%,12%,-10%,-16%,0%,0%
O=C(CN1CCOCC1)Nc1scc2c1c(=O)oc1ccccc12,-3%,9,-0.2%,?,1%,6%,0%,49%,-10%,-2%
CC12CCC(=O)C=C1CCC1C2C(O)CC2(C)C(c3csc(N)n3)CCC12 (stereo not given),-4%,.,.,.,.,-33%[inhibitor],.,-65%,6%,.
CCCN(CC(=O)Nc1ccccc1OC)C(=O)Cn1c(=O)oc2ccccc21,2%,.,.,.,.,2%,.,-10%,-3%,.

Two of the compounds above, as labelled records.
> COCC(C)n1c(SCC(=O)Nc2c(C)n(C)n(-c3ccccc3)c2=O)nc2ccccc2c1=O (stereo not given)
  PTAP TSG101 blk = -4%
  TRPV1 ag = .
  B2AR arrestin = 0.1%
  ELG1 repair inh = 10%
  CXXC DNA block = .
  a7 integrin act = -19%
  p53 reactivation = -2%
  BRCA1 expr up = 2%
  TCR act = -6%
  AT treatment = 6%

> CC(=O)Nc1ccc(S(=O)(=O)N2CCN(c3cc(C(F)(F)F)ccn3)CC2)cc1
  PTAP TSG101 blk = -2%
  TRPV1 ag = 16
  B2AR arrestin = -1.3%
  ELG1 repair inh = ?
  CXXC DNA block = 8%
  a7 integrin act = -14%
  p53 reactivation = -3%
  BRCA1 expr up = 0%
  TCR act = -1%
  AT treatment = 1%

Further entries.
SMILES,PTAP TSG101 blk,TRPV1 ag,B2AR arrestin,ELG1 repair inh,CXXC DNA block,a7 integrin act,p53 reactivation,BRCA1 expr up,TCR act,AT treatment
COc1ccc(N=Cc2c(O)[nH]c3ccccc23)cc1OC,-5%,-3,0.1%,?,0%,-1%,8%,3.2µM*,4%,-3%
CN(C)c1cc[n+](Cc2ccccc2)cc1,-9%,1,0.2%,8.2µM*,-3%,-32%[inhibitor],2%,-76%,-2%,8%
CCCNC(=O)c1cc(C)no1,-2%,-2,0.3%,7%,0%,13%,5%,1%,.,2%
NC(=O)c1c(NC(=O)CCCC(=O)O)sc2c1CCCCCC2,-1%,-1,-0.9%,16%,-3%,23%,-10%,16%,0%[46.1 µM],1%
Cc1nnc(SCC(=O)NNC(=O)COc2ccc(Cl)cc2)n1C,-7%,-1,0.4%,0%,5%,-16%,3%,1%,-1%,-2%
COc1ccc2c(c1)OC[C@H]1[C@H]2N2C(=O)[C@H](C)NC(=O)[C@@]2(C)[C@H]1c1ccccc1,1%,3,-0.1%,7%,.,2%,-11%,-10%,3%,1%
O=C(CSC1=NNC(c2ccccn2)S1)Nc1ccccc1 (stereo not given),-1%,13,-0.3%,2%,9%,33%,15%,-66%,-12%,-5%

3 entries picked at random from the list so far, as already listed:
SMILES,PTAP TSG101 blk,TRPV1 ag,B2AR arrestin,ELG1 repair inh,CXXC DNA block,a7 integrin act,p53 reactivation,BRCA1 expr up,TCR act,AT treatment
O=C(CSC1=NNC(c2ccccn2)S1)Nc1ccccc1 (stereo not given),-1%,13,-0.3%,2%,9%,33%,15%,-66%,-12%,-5%
Cc1nnc(SCC(=O)NNC(=O)COc2ccc(Cl)cc2)n1C,-7%,-1,0.4%,0%,5%,-16%,3%,1%,-1%,-2%
NC(=O)c1c(NC(=O)CCCC(=O)O)sc2c1CCCCCC2,-1%,-1,-0.9%,16%,-3%,23%,-10%,16%,0%[46.1 µM],1%
